CHX counter – affects cycloheximide protein synthesis inhibition readout, counter-screen | cell reporter, cycloheximide protein synthesis inhibition counterscreen | max response, % | 12% of 300,000 active; in the data active = max response mostly above about 13%, no sharp cut-off; inactive = mostly below about 14%; also: read at 38.3 µM for the half of the compounds with a filed dose; 0% is about no effect
Sm TGR block – inhibitors of Schistosoma mansoni thioredoxin glutathione reductase; Q962Y6; purified TGR, DTNB reduction, TNB absorbance 405 nm; Potency, µM (titrated, usually from 114 µM), inactives show top-dose activity change, negative = inhibition, usual class: inhibitors; 3% of 360,000 active; AID 485364; also: potency is read from the fitted curve at half-maximal effect; % is scaled to controls: 0 for no effect and ±100 for the full control effect; nearly all actives have a fitted effect of over 60% in size
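Kinetic colorimetric format: TGR-catalysed, NADPH-driven DTNB reduction monitored via TNB absorbance. Enzyme dispensed at 20 nM; compound exposure 15 min at room temperature before reaction start.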
Shiga inhibitor – inhibitors of Shiga toxin in Vero cells | Vero cells, Shiga toxin protein synthesis inhibition reporter | inhibition, % at 38.7 µM | 9.2% of 290,000 active; in the data active = inhibition mostly above about 28%, no sharp cut-off; inactive = mostly below about 43%; also: 0% is about no effect
Pf growth 48h – inhibits P. falciparum growth in the first generation, 48 h. P. falciparum luciferase growth in erythrocytes, 48 h. Potency, µM (highest dose often 28.7 µM), inactives show at the highest dose activity change, negative = inhibition, actives largely listed as inhibitors. 5.9% of 310,000 active; also: potency is read from the fitted curve at half-maximal effect; % is scaled to controls: 0 for no effect and ±100 for the full control effect
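Erythrocytes infected with P. falciparum carrying an integrated firefly luciferase reporter (2% hematocrit, 0.1% parasitemia final) were exposed to compounds in RPMI 1640 with 0.5% Albumax at 37 C, 5% CO2. Growth inhibition was scored as reduced luminescence.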
FBPA Giardia inh – inhibitors of Giardia lamblia fructose-1,6-bisphosphate aldolase; A8B2U2; purified Giardia FBPA; Potency, µM (doses to about 59.6 µM), for the others: at the highest dose activity, negative = inhibition, hits mostly inhibitors; 0.71% of 290,000 active; also: potency is read from the fitted curve at half-maximal effect; % is scaled to controls: 0 for no effect and ±100 for the full control effect; nearly all actives have a fitted effect of over 55% in size
Target sequence (A8B2U2 whole entry, looked up): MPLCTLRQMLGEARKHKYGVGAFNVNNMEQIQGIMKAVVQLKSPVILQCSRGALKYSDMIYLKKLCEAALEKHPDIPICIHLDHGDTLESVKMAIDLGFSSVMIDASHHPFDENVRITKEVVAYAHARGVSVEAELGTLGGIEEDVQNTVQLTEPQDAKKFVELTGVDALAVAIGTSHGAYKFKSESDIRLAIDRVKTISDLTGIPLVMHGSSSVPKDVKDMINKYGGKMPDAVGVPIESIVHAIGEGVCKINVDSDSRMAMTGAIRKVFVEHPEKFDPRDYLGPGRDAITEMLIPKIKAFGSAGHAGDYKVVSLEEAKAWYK
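40 nM FBPA preincubated 10 min at RT with compound (up to 57.5 uM final), then substrate plus GAPDH/TPI/NAD/arsenate coupling and diaphorase/resazurin added. Fluorescence read after 20 min at RT, 525/598 nm.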
Pf growth 96h – inhibits malaria parasite growth, 96 h; 6.9% of 320,000 active; Potency, µM (doses to about 28.7 µM), for inactives: top-dose activity change, negative = inhibition, most hits filed as inhibitors; P. falciparum luciferase reporter growth, 96 h; AID 504834; also: potency is read from the fitted curve at half-maximal effect; % is scaled to controls: 0 for no effect and ±100 for the full control effect
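Two parasite generations (96 h, 37 C, 5% CO2) of compound exposure in infected erythrocytes (0.05% parasitemia, 2% hematocrit). Luciferase-reporter P. falciparum; decreased luminescence indicates inhibited growth, aimed at apicoplast-acting delayed death.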
Numbers without * were called inactive; i = inactive; ? = inconclusive; . = no result given; & = joins results of further samples; [ ] = dose if it differs, or a comment. Unless noted, calls follow the shape of the dose curve; as a rule, active = well fitted curve in the direction sought with a large enough effect; inconclusive = small, poorly fitted or top-dose-only effect, or another doubt; inactive = no such curve, though single readings can be large; an effect the other way counts as inactive or inconclusive.

mol	CHX counter	Sm TGR block	Shiga inhibitor	Pf growth 48h	FBPA Giardia inh	Pf growth 96h
COc1ccccc1CNC(=S)Nc1ccc(S(N)(=O)=O)cc1	-6.7	?	10.5	0.4%	3.8%	24.5%
Cc1ccc(-c2c(C)sc(NC(=O)C3C4CCC(O4)C3C(=O)O)c2C(=O)OC(C)C)cc1 (configuration not stated)	-3.1	-31.8%	-16.8	0.0%	29.2%	0.0%
O=C(Nc1cc(C(F)(F)F)cc(C(F)(F)F)c1)c1cc(Cl)ccc1O	-5.8&-6.7	.	-2.7&-4.5	.	-15.4%&-22.8%	.
COc1cccc(NC(=O)Nc2cc(Cl)ccc2C)c1	2.4	0.4%	21.8	-11.9%	-0.2%	12.5%
COc1ccc(CNC(=O)CCCC(=O)n2nc(C)c3ccccc32)cc1	-3.2	-14.5%	-8.6	20.3%	2.0%	-15.9%
CN(Cc1cccc(F)c1)C(=O)CSc1nnc(C2CC2)n1C1CC1	.	-1.0%	.	-1.4%	.	?
Cc1cccc(CCNC(=O)C2CCN(S(=O)(=O)c3ccccc3)CC2)c1	1.6	-7.3%	-24.5	?	1.6%	?
CCOC(=O)c1ccc(NC(=O)CSc2nc3cccnc3n2C)cc1	-1.6	-4.6%	-2.8	?	-0.7%	?
CCOCCCN(C)C1CCN(C(=O)c2oc3ccccc3c2NC(=O)COc2cccc(C)c2)CC1	-4.0	0.0%	-8.0	?	.	13.1µM*
COc1ccc([N+](=O)[O-])cc1C(=O)Nc1ccc(Cc2ccncc2)cc1	13.1*	5.8%	29.6	-15.8%	4.2%	43.8%[activator]
COc1ccc(NC2CCCN(C(=O)c3cc4ncccn4n3)C2)cc1 (configuration not stated)	24.7*	-32.3%	36.5*	-8.0%	.	?
N#Cc1ccccc1OCC(=O)NC(N)=O	-5.0	2.5%	-12.9	8.2%	4.6%	.
OCCOCCNc1ncnc2sc(-c3ccccc3)cc12	7.5	-3.8%	-14.5	.	-10.0%	?
COc1cccc2c(N/N=C/c3ccc(O)c(O)c3)cc(C)nc12	22.1*	-29.8%	53.4*	57.2%[activator]	-7.2%	-2.9%
CCOCCCN(C)C1CCN(C(=O)c2oc3ccccc3c2NC(=O)Cc2cccc([N+](=O)[O-])c2)CC1	-8.1	-27.8%	18.7	?	.	?

The listing continues.
mol	CHX counter	Sm TGR block	Shiga inhibitor	Pf growth 48h	FBPA Giardia inh	Pf growth 96h
S=C(c1ccc[nH]1)N1CCOCC1	-2.6	-0.2%	-3.3	-7.8%	-11.9%	-16.1%
CCOC(=O)CN1C(c2ccccc2O)Nc2ccc(Br)cc2C1c1ccccc1 (configuration not stated)	9.3	4.8%	17.0	-17.9%	-12.8%	?
CC(C)(Cc1ccc(O)cc1)NC(=O)c1ccccc1	1.1	1.2%	-2.9	-16.8%	3.7%	-7.2%
O=C1CC(N2CCC(c3nc4ccccc4s3)CC2)C(=O)N1 (configuration not stated)	9.5	-15.6%	31.5	17.3%	-0.9%	.
COc1ccc(NC(=S)N2CCN(c3ccccn3)CC2)cc1	7.6	-17.9%	-6.1	-13.5%	3.2%	?
CC1CCCC(C)N1C(=O)c1cc2ncc(CCCl)cn2n1 (configuration not stated)	-1.3	2.5%	22.3	21.1%	5.3%	?
Cc1ccc(CC(=O)NCc2ccc3c(c2)OCO3)cc1	21.8	6.0%	34.4	10.7%	2.7%	10.9%
CCCc1nn2c(=O)cc(CSCC(=O)Nc3nnc(CC)s3)nc2s1	3.5	2.6%	-16.6	-15.6%	.	10.4µM*
COC(=O)C1=C(c2ccc3ccccc3c2)C[C@@H]2CC[C@H]1N2C(=O)NC1CCCCC1	.	-11.8%	.	?	.	?
Cc1ccc(NC(=O)CC2Oc3ccc(C)cc3NC2=O)c(C)c1 (configuration not stated)	-2.7	4.8%&9.8%	9.6	-7.5%	-2.5%	2.9%
CN(C)N1C(N)=C(C#N)C(c2ccc(F)cc2)C2=C1CCCC2=O (configuration not stated)	-1.6	-1.2%	-6.2	-23.3%	-22.1%	?
O=c1c2c3c(sc2n(CCN2CCCC2)c(=O)n1Cc1ccco1)CCCCC3	5.1	0.1%	-20.9	?	-6.3%	4.1%
COc1ccc(/C=N/NC(=O)c2cc[n+]([O-])cc2)cc1O	12.1	17.5%	8.3	5.7%	7.4%	28.6%
CC(C)CC(=O)Nc1nnc(-c2ccco2)s1	29.2*	-18.8%	65.2	100.7%[activator]	-2.5%	.
CN(Cc1cccnc1)Cc1cn[nH]c1-c1ccc(-c2ccccc2)cc1	6.6*	-15.7%	26.8	?	5.9%	10.7%

(continued)
mol	CHX counter	Sm TGR block	Shiga inhibitor	Pf growth 48h	FBPA Giardia inh	Pf growth 96h
CC(=O)c1cccc(NC(=O)CCC2CCCC2)c1	25.4*	4.1%	i	56.3%[activator]	-6.0%	0.3%
CCN(c1cccc(C)c1)S(=O)(=O)c1cccc2nsnc12	4.8	-2.2%	-7.5	-23.4%	-13.5%	.
O=C(CC(Sc1ccc(Br)cc1)C(=O)O)c1ccc(F)cc1 (configuration not stated)	-4.3	0.631µM*	-3.9	.	-3.5%	?
C=C(C)Cn1c(SCC#N)nc2ccccc2c1=O	-3.1	-1.4%	-10.6	2.7%	5.8%	.
Cc1ccc(C(=O)c2cnc3ccccc3c2-c2ccccc2)cc1	-1.9	12.0%	-21.7	13.1µM*	.	10.4µM*
CCn1cc(C(=O)OCC(=O)N(C)C2CCS(=O)(=O)C2)c(=O)c2ccc(C)nc21 (configuration not stated)	1.0	4.3%	-3.1	2.0%	8.0%	5.9%
CC12CCCC[C@@H]1CCC1C2CCC2(C)C1CC[C@@]2(O)CNCCO (some centres not stated)	-4.7	-3.2%	-2.3	17.3%	7.1%	33.4%[activator]
Cc1c(NC(=O)CSc2ccc3c(c2)OCCO3)c(=O)n(-c2ccccc2)n1C	-4.8	-12.6%	8.7	8.5%	6.3%	-23.8%
CC1CCCN(C(=O)c2cc(F)c(F)cc2Cl)C1 (configuration not stated)	-2.1	2.7%	12.1	2.6%	9.1%	1.4%
COc1cc(/C=C/C(=O)c2c(O)cc(C)oc2=O)cc(OC)c1O	1.2&-1.4	100µM*	-3.8&-5.5	.	15.8µM*	-14.2%
Cc1ccc(N(C)C(=O)c2cc(S(=O)(=O)N3CCCC3)cn2C)cc1	-2.2	-22.8%	13.9	-0.6%	7.9%	8.0%
O=C(/C=C/c1cccc(O)c1)c1ccc(N2CCOCC2)cc1	38.2*	?	102.0*	122.0%[activator]	-8.4%	?
CC(=N\O)/C(CN(C)C)=N/O	8.1	0.0%	-5.0	19.7%	-0.4%	10.4µM*
CCOc1ccc(C(=O)N2CCCC2)cc1OC	4.0	11.1%	-5.3	25.9%	6.9%	.
O=c1[nH]c(N2CCN(c3ccccc3)CC2)nc2c1CCC2	-2.5	3.4%	-9.9	3.6%	-9.8%	2.1%

Of the compounds above, these have bromine.
mol	CHX counter	Sm TGR block	Shiga inhibitor	Pf growth 48h	FBPA Giardia inh	Pf growth 96h
CCOC(=O)CN1C(c2ccccc2O)Nc2ccc(Br)cc2C1c1ccccc1 (configuration not stated)	9.3	4.8%	17.0	-17.9%	-12.8%	?
O=C(CC(Sc1ccc(Br)cc1)C(=O)O)c1ccc(F)cc1 (configuration not stated)	-4.3	0.631µM*	-3.9	.	-3.5%	?

(next part)
mol	CHX counter	Sm TGR block	Shiga inhibitor	Pf growth 48h	FBPA Giardia inh	Pf growth 96h
Cc1ccc(S(=O)(=O)CC(=O)N2CC(C)OC(C)C2)cc1 (configuration not stated)	-1.4	6.1%	9.4	100.2%[activator]	.	34.8%[activator]
COc1ccc(S(=O)(=O)N2CCOCC2)cc1NC(=O)CCc1cc(OC)c(OC)c(OC)c1	.	-0.2%	.	?	.	?
Cc1ccc(S(=O)(=O)N2C(=O)CCC2C(N)=O)cc1 (configuration not stated)	-1.7	2.4%	-17.2	9.5%	12.3%	?
Cc1ccc(C)c(OCC(=O)Nc2cccc(C(=O)O)c2)c1C	41.0*	-6.7%	46.3	74.8%[activator]	16.4%	.
CN(C)/C=N/c1ncc(C(=O)c2ccc3ccccc3c2)s1	33.4*	-29.4%	31.9	34.7%[activator]	-1.0%	42.3%[activator]
C=CCNc1nc(N)c([N+](=O)[O-])c(Nc2ccccc2OC)n1	1.8	16.0%	-11.3	?	-3.5%	?
Cc1ccc(C)c(NC(=O)CSc2nnc([C@@H]3CCCN3C(=O)OC(C)(C)C)o2)c1	6.9	-3.9%	-18.7	?	3.6%	.
Cc1cc(OCC(=O)Nc2ccc3c(c2)OCCO3)cc(C)c1Cl	-2.7	-0.5%	32.7	31.5%[activator]	-10.1%	.
O=C(NCCC1CCCCN1S(=O)(=O)c1ccccc1)C(=O)Nc1ccc(F)cc1F (configuration not stated)	.	-0.9%	.	-2.0%	.	-20.4%
Cc1cc(S(=O)(=O)N2CCN=C2c2ccccc2)c(Cl)cc1Cl	-3.4	2.0%	-11.5	-11.9%	-4.5%	?
Cc1ccc(S(=O)(=O)NC(CC(C)C)C(=O)N2CCC(C)CC2)cc1 (configuration not stated)	16.7	3.8%	16.3	-26.0%	0.1%	?
COc1ccc(N2CCN(Cc3nc(-c4ccccc4)no3)CC2)cc1	1.3	-8.4%	14.2	0.0%	-3.4%	?
C=CCOc1ccccc1CNc1ccc2c(c1)OCCO2	26.7*	?	52.9*	63.8%[activator]	?	-48.0%
COC(=O)c1cc(-c2ccc(S(=O)(=O)N3CCCC3)cc2)c(C(F)(F)F)s1	-0.5	-5.2%	-7.8	?	11.8%	?
COc1cc2c(cc1OC)CN(C(=O)c1ccc3nc[nH]c3c1)CC2	-3.7	-14.9%	-7.0	-3.2%	-1.3%	-8.0%

(list continues)
mol	CHX counter	Sm TGR block	Shiga inhibitor	Pf growth 48h	FBPA Giardia inh	Pf growth 96h
CC(C)(C)NC(=O)C(=O)NNC(=O)c1cccc([N+](=O)[O-])c1	11.5	0.3%	49.5	68.7%[activator]	?	70.2%[activator]
CCOC(=O)C1CCN(S(=O)(=O)c2ccc(C(=O)OC)cc2)CC1	12.0	10.5%	17.1	4.5%	0.3%	-24.9%
Cc1cc(C)n(CCc2nc(-c3ccc(F)cc3)cs2)n1	36.4*	2.3%	78.4*	?	-12.7%	?
CSCCC(NC(=O)COc1ccccc1)C(=O)N1CCOCC1 (configuration not stated)	.	1.6%	.	-20.0%	.	1.7%
COc1ccc(C2=CSC3=C(C(=O)c4cccc(S(=O)(=O)N(C)C)c4)CCN23)cc1	3.3	1µM*	10.1	.	0.8%	8.28µM*
CC(=O)c1cccc(NC(=O)c2nccnc2C(=O)O)c1	-3.6	13.0%	22.8	35.0%[activator]	-16.3%	56.0%[activator]
O=C(Nc1ccc(C(F)(F)F)cc1)C1CCCCN1S(=O)(=O)c1ccccc1 (configuration not stated)	.	2.7%	.	?	.	?
CCOc1cc(N2CCOCC2)c(OCC)cc1NC(=O)c1ccc2ccccc2n1	27.8*	5.0%	52.5*	13.1µM*	?	?
COc1ccccc1C(=O)NNC(=S)NC(=O)c1sc2ccccc2c1Cl	-1.9	-11.0%	-8.0	11.9%	-15.6%	?
C/[N+]([O-])=C/c1c(OCc2ccccc2)ccc2ccccc12	3.9	-1.6%	32.0	-6.7%[0.00184 µM]	1.3%	14.0%
Cc1cccnc1NCC(O)COc1ccccc1 (configuration not stated)	-2.2	2.6%	-3.3	15.3%	-1.0%	.
COc1ccc(C2/C(=C(\O)c3ccc4c(c3)OCCO4)C(=O)C(=O)N2CCCN(C)C)c(OC)c1 (configuration not stated)	-0.9	-26.7%[11.4 µM]	-9.3	.	12.5%	-8.1%

High-throughput results: PubChem, National Center for Advancing Translational Sciences (NCATS)

An unsorted share of the library, and some 24% of all compounds hit somewhere here.
